EBV gp42 inh: blocks Epstein-Barr virus glycoprotein 42 binding; inhibition, % (tested at 21.74 µM); Fluorescence polarization binding assay, mP read-out; 0.42% of 220,000 active; in the data active = inhibition above about 50%
PERK inh: human PERK inhibition, primary cell-based screen | 0.17% of 220,000 active | inhibition, % at 5.6 µM | CHO PERK-DD fusion, SEAP luminescence translation reporter;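 active = inhibition above the mean inhibition of all tested compounds plus 3 SD, set separately per screening campaign, cut at about 2.9% in these data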;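 note: PERK kinase domain activated by AP20187 dimerizer at 100 nM; 0% = DMSO with dimerizer and 100% = rapamycin at 8.4 µM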
Mdm2 ligase inh: Mdm2 E3 ligase (human) inhibition | AID 1230 | 0.11% of 210,000 active | signal enhancement, % at 5 µM | cell-based MDM2 ubiquitination luciferase reporter, 2 h; 0 = plate control, 100 = twice control, blank-subtracted;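 active = signal enhancement of 30% or more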;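 note: luminescence tracks abundance of the self-degrading MDM2-luciferase fusion protein; higher signal means inhibition of MDM2 E3 ligase activity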
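Material: stable MDM2–luciferase fusion reporter cells / Quantity: 2000 cells/well / Dosing: single 5 µM compound dose, 0.2% final DMSO / Buffer or medium: DMEM / Schedule: 4 h cell settling then 2 h compound exposure, 37 °C / Detection: luminescence with SteadyLite reagent, 15 min at room temperature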
KCC2 mod: KCC2 (human) Cl- transport modulation | Q9H2X9 | KCC2 cells, thallium flux FluoZin-2 fluorescence | B-score of Tl+ flux slope (higher = more flux/activation; lower = inhibition) at 10 µM | 2.2% of 190,000 active | AID 1456;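 active = thallium flux slope and its plate-corrected score both differing from the plate sample mean at a set confidence after two filtering rounds, in either direction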;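 note: slope of fluorescence scaled to starting intensity during 10 to 20 s after thallium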
Target sequence (Q9H2X9 whole entry, looked up): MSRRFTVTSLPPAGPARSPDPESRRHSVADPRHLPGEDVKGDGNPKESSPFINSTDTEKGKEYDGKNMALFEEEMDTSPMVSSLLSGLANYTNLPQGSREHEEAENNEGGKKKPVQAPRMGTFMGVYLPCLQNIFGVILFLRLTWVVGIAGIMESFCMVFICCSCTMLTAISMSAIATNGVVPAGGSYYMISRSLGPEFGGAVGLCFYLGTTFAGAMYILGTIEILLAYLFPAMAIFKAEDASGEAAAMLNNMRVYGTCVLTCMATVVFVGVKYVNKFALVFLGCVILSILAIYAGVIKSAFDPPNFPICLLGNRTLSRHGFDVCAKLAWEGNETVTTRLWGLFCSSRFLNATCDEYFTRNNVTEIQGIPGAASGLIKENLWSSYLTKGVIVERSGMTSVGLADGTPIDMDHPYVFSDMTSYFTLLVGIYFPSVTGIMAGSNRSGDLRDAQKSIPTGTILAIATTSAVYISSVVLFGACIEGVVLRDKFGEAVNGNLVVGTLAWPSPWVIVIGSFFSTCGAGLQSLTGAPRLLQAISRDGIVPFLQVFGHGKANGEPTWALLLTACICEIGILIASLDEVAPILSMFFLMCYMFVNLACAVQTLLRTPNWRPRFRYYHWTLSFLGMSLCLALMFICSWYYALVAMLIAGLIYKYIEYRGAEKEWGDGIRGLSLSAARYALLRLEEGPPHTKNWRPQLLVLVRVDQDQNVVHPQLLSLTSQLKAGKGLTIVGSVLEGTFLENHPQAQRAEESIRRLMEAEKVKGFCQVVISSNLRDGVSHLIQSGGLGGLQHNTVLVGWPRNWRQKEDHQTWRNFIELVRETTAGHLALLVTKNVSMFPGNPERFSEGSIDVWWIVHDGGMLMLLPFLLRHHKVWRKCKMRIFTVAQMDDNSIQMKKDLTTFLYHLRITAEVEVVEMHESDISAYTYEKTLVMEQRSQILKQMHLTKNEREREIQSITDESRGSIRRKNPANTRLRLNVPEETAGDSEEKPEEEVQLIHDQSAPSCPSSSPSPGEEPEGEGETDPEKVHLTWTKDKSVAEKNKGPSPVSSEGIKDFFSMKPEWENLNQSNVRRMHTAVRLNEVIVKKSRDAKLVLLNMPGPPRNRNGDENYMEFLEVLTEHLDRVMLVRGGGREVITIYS
TNF necrop inh: blocks TNF-alpha induced death of Jurkat FADD-/- cells | Jurkat FADD-/- TNF necroptosis rescue, ATP luminescence, 24 h; 0 = TNF only, 100 = no-TNF cells | activation (protection from cell death), % at 10 µM | 0.068% of 220,000 active;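 active = activation, meaning protection from cell death, of at least 50% relative to plate controls; inactive = activation below 50%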;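 note: necroptosis triggered by 40 ng/mL TNF-alpha added together with compound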
zVAD death inh: blocks zVAD induced death of L929 cells. 0.38% of 220,000 active. L929 zVAD necroptosis rescue, ATP luminescence, 24 h; with zVAD 60 µM. viability rescue, % at 10 µM;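 active = activation, scaled between plate controls, above about 75%, limit read from the data; inactive = activation under that limit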;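 note: 0% = zVAD with DMSO and 100% = DMSO alone without zVAD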
Rad51 HR inh: Rad51 (human) homologous recombination inhibition. 0.085% of 200,000 active. Q06609. AID 1385. hRad51 DNA strand exchange, fluorescence dequenching. inhibition, % at 10 µM;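 active = inhibition above 40% at the single screening dose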;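 note: 0% = DMSO control wells and 100% = blanks with heterologous ssDNA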
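Material: hRad51 filaments on single-stranded DNA; Reagent: Donor/quencher-labelled 47-bp dsDNA substrate; Compound: 10 µM final, single point; Schedule: 37 °C 15-min filament assembly, 30-min compound preincubation, 15-min exchange; Technique: FRET fluorescence, excitation 485 nm, emission 520 nm; Benchmarks: control wells and blank wells on each plate.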
m-calpain inh: blocks pig calpain II enzyme activity. 0.37% of 220,000 active. AID 1236. purified calpain II, fluorogenic peptide substrate, 30 min. inhibition, % at 16 µM;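 active = inhibition above about 50%, limit read from the data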
eIF4E-4G inh: blocks eIF4E binding to eIF4G; TR-FRET eIF4E-eIF4GI(517-606) binding, 2 h; P63073+Q04637; AID 782; 0.37% of 220,000 active; inhibition, % at 21.7 µM;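 active = inhibition above about 30%, limit read from the data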;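 note: 0% = full FRET control wells and 100% = background wells lacking eIF4GI fragment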
Numbers without * were called inactive; i = inactive; nt = not tested or not shown; & = joins results of further samples; [ ] = another dose, or the depositor's remark.

SMILES | EBV gp42 inh | PERK inh | Mdm2 ligase inh | KCC2 mod | TNF necrop inh | zVAD death inh | Rad51 HR inh | m-calpain inh | eIF4E-4G inh
CNC(=O)c1nnsc1S(=O)(=O)c1ccc(Cl)cc1 | -15.5 | 0.4 | -27.2 | -0.427 | -19.3 | -0.8 | -3.3 | 10.7 | -4.7
O=C(CN1C(=O)C2C3C=CC(C3)C2C1=O)N1CC=C(c2ccccc2)CC1 (stereo unspecified) | -4.3 | -0.6 | 9.5 | nt | -0.8 | 1.3 | -3.3 | -13.3 | -3.0
c1ccc(-c2cn3nc4c(nc3n2)CCCC4)cc1 | 63.4* | 0.2 | -9.4 | -4.51* | -4.5 | 0.1 | -11.9 | i | 1.2
CCN1CCN(C(c2ccc(OC)cc2)c2nnnn2Cc2ccc3c(c2)OCO3)CC1 (stereo unspecified) | 4.7 | -0.5 | -10.0 | 0.0936 | 0.4 | -1.2 | 10.3 | 2.1 | 0.6
Cc1ccc(-c2cc(-c3nnc(SCC(=O)NC(C)C(C)C)n3N)c3ccccc3n2)cc1 (stereo unspecified) | 6.8 | 0.6 | -16.1 | 0.221 | -2.5 | 0.8 | -0.2 | -72.1 | 1.8[fluorescence artefact?]
COc1cccc(/C=C/C(=O)Nc2ccc3nc4n(c(=O)c3c2)CCCC4)c1OC | 6.0 | -0.8 | -4.5 | -1.88 | 0.2 | 10.1 | -7.0 | -7.0 | 2.3
Cc1ccc(S(=O)(=O)N2CCN(c3nc(C)nc4sc(C)c(C)c34)CC2)cc1 | -5.9 | 1.6 | -6.2 | -0.26 | -1.4 | 0.7 | 1.8 | -42.4 | 1.4
Cc1cc(C)cc(N2C(=O)C3C4C=CC(C4)C3C2=O)c1 (stereo unspecified) | -5.3 | 0.5 | -7.9 | 0.149 | -0.2 | 0.5 | -5.7 | 6.3 | -2.5[fluorescence artefact?]
CCOP(=O)(CN(CC)C(=O)c1ccccc1Br)OCC | -4.3 | 1.2 | -11.2 | -0.0952 | 1.0 | 0.4 | 3.6 | -12.3 | -1.0
O=C(O)c1cccc(Oc2ncnc3sc4c(c23)CCCC4)c1 | -5.1 | -0.2 | -2.4 | -2.05 | -0.7 | 1.3 | -0.6 | -10.5 | -1.4
O=C(CSc1nc2ccccc2o1)c1ccccc1 | -19.8 | 0.8 | 3.6 | -0.237 | 0.1 | -0.3 | -1.8 | 13.4 | 3.1
CCCCc1cc(=O)oc2cc(OCC(=O)N(CC)CC)ccc12 | 3.5 | -0.5 | -17.0 | 0.731 | -0.3 | -0.1 | -1.0 | -111.7 | -3.0
CC(=O)c1cccc(Nc2cc(C)nc3c(C)cc(C)cc23)c1 | -16.4 | -0.3 | -4.7 | -1.73 | 4.1 | 0.2 | -2.1 | -0.8 | 0.2[fluorescence artefact?]
O=C(/C=C/c1ccco1)Nc1nc(-c2ccccn2)cs1 | -8.4 | 0.8 | -11.8 | -1.48 | -4.1 | 0.1 | -3.5 | -43.9 | 5.8
O=C(NC(=S)Nc1ccccc1[N+](=O)[O-])c1ccccc1 | 6.7 | -1.5 | 7.3 | 17.8* | -1.3 | -0.1 | -7.9 | 29.1 | -5.1
Fc1ccccc1COc1ccccc1/C=N/Nc1nc(N2CCCC2)nc(N2CCCC2)n1 | 5.5 | 0.4 | 1.8 | 0.125 | 2.0 | 0.0 | nt | -4.1 | 5.9[fluorescence artefact?]
CC(C)(C)c1ccc(OCCN2CCCC2)cc1 | -2.3 | 0.9 | -12.4 | 0.215 | 0.2 | 0.2 | 6.0 | 5.3 | -3.1[fluorescence artefact?]
O=c1cc(-c2ccccc2)c2ccc(O)c(CN3CCCCC3)c2o1 | -17.4 | -0.3 | -9.6 | -0.612 | -0.8 | -0.2 | 5.5 | i | -7.4
Cc1ccc(OCCNC(=O)c2cc(C(=O)NCCOc3ccc(C)cc3)cc([N+](=O)[O-])c2)cc1 | 7.9 | -1.4 | 4.3 | 1.52 | 2.9 | 0.3 | 18.9 | 36.2 | -0.1[fluorescence artefact?]
COc1ccc(CCNC(=O)COC(=O)COc2ccc(Cl)cc2)cc1OC | 1.5 | 0.9 | 5.7 | 0.29 | 1.2 | 1.9 | 2.0 | -14.4 | -2.0
CCOc1ccc(NC(=S)N(CCc2c(C)[nH]c3ccc(C)cc23)Cc2ccncc2)cc1 | -1.1 | -0.1 | nt | 0.0515 | 2.3 | 1.4 | nt | -46.8 | 5.8
COc1ccc2c(COC(=O)CC3Sc4ccccc4NC3=O)cc(=O)oc2c1 (stereo unspecified) | -29.3 | -0.2 | 1.5 | -0.733 | 2.8 | 0.2 | -26.6 | -28.1 | 12.1[fluorescence artefact?]
Cc1cc(Nc2cccc(F)c2)n2c(n1)nc1ccccc12 | -15.1 | 0.3 | -0.7 | nt | -1.6 | 0.5 | -0.2 | -20.0 | -5.5
O=C(CNC(=S)N(Cc1ccccc1)Cc1cccnc1)NC1CCCCC1 | 7.7 | -0.8 | -5.7 | -0.0792 | 1.7 | 0.1 | 2.7 | 15.4 | -2.8[fluorescence artefact?]
OCCNc1nc(SCc2ccccc2)nc2sc3c(c12)CCC3 | 3.0 | -0.5 | -5.3 | 0.0835 | -0.8 | 0.7 | nt | 23.9 | -0.5
The list goes on.
SMILES | EBV gp42 inh | PERK inh | Mdm2 ligase inh | KCC2 mod | TNF necrop inh | zVAD death inh | Rad51 HR inh | m-calpain inh | eIF4E-4G inh
CCN(CC)c1ncnc2ccc(Br)cc12 | -8.6 | -0.2 | -18.5 | -0.744 | 1.7 | 1.1 | -3.3 | 12.4 | 1.2
C#CCCOC(=O)N1C2=NC(C(=O)OC)=C(C(=O)OC)[C@@H]3N(CC=C)c4ccccc4[C@]23C[C@H]1C(=O)OC | -22.7 | nt | -0.2 | -1.31 | 0.0 | -0.9 | 4.3 | -13.3 | -0.3
CC(=O)Oc1ccc(C2C3=C(CC(C)(C)CC3=O)Nc3cc4c(cc32)OCCO4)cc1 (stereo unspecified) | 6.8 | -0.3 | -9.3 | 0.294 | -0.4 | 0.0 | -7.2 | i | 1.0
O=c1c(-c2ccccc2)c(O)c2c(n1-c1ccccc1)CCCC2 | 3.9 | 0.6 | -4.7 | nt | 0.3 | 1.0 | -1.8 | -7.5 | 4.5[fluorescence artefact?]
O=C(Nc1ccon1)c1ccc(OC2CCCC2)cc1 | 4.3 | 1.1 | -19.4 | -1.05 | 3.2 | 0.9 | 15.7 | 21.8 | -11.6
CCOc1cc(/C=C2\N=C(C)OC2=O)cc(Br)c1OCCc1ccccc1 | -6.5 | 0.1 | -13.0 | 1.63 | -3.0 | -0.9 | -1.8 | -54.6 | 2.1
CCN(CC)S(=O)(=O)c1cc(NS(=O)(=O)c2ccc(Cl)c(C(=O)O)c2)ccc1C | -15.8 | -0.3 | nt | -0.496 | 0.7 | 0.1 | 33.5 | 3.4 | -6.7
CCNC(=O)NC(=O)COC(=O)CCc1nc(=O)c2ccccc2n1C | -1.2 | 1.4 | -2.2 | -0.00963 | -0.7 | 2.6 | 11.2 | -2.5 | 0.6
CC(=O)N/C(=N/c1nc(C)cc(C)n1)Nc1ccc(NC(C)=O)cc1 | -24.6 | 0.4 | -0.9 | -0.439 | -1.4 | -0.3 | 11.9 | 3.4 | -3.9
COc1ccc(N(CC(=O)N/N=C/c2cccc3c2OCCO3)S(=O)(=O)c2ccc(NC(C)=O)cc2)cc1 | -10.2 | 0.2 | -2.3 | 0.522 | -1.5 | 0.0 | 5.4 | i | -12.3
CCOC(=O)c1cc2occc2n1CC(=O)NC1CCCCC1C (stereo unspecified) | 3.6 | 0.1 | 1.1 | 0.0631 | -0.5 | -0.1 | 0.4 | 19.1 | 0.1
O=C(CSc1nc2ccccc2s1)NC1CCCc2ccccc21 (stereo unspecified) | -6.3 | -0.3 | -2.9 | -1.35 | 1.6 | 0.6 | 9.9 | 8.6 | 1.8[fluorescence artefact?]
COc1ccc(/C=C2\CN(Cc3ccccc3)C/C(=C\c3ccc(OC)cc3)C2=O)cc1 | -3.0 | -0.2 | -0.5 | 0.465 | 0.5 | 4.2 | nt | -16.4 | 1.2
OC(COC(c1ccccc1)c1ccccc1)CN1CCCCC1 (stereo unspecified) | 2.6 | -1.1 | 4.3 | nt | 0.9 | -0.1 | 1.9 | 17.2 | 6.7
CN(C)C(=O)c1cn(-c2ccccc2)nc1-c1cccc([N+](=O)[O-])c1 | -1.8 | 0.0 | -6.3 | 0.457 | 0.5 | 0.9 | 0.1 | -16.9 | 1.1
CC(C)Oc1ccc(C(=O)Nc2cc(=O)n(C)c(=O)n2C)cc1 | -7.6 | 0.6 | -1.3 | 2.31 | 0.1 | 0.5 | -1.1 | -23.2 | -0.7
COc1cc(/C=C/C(=O)N2CCCC2)cc(OC)c1OC | -4.0 | -0.6 | -14.5 | -0.0877 | 0.8 | -0.2 | -0.2 | -19.7 | -3.1
Cc1nc2ccccc2cc1C(=O)N/N=C/c1ccccc1[N+](=O)[O-] | 3.2 | -2.2 | -7.4 | -0.163 | 0.0 | 1.0 | nt | 14.5 | -0.5[fluorescence artefact?]
CCOc1ccc(Oc2ccccc2NC(=O)CCNC(C)=O)cc1 | -4.9 | -0.2 | -10.1 | 0.0729 | -1.4 | 0.2 | 1.7 | -5.4 | -1.0
CCOC(=O)c1cnc(SCC)[nH]c1=O | -4.1&-12.0 | 0.0&1.6 | -5.1&-2.7 | 1.66&-1.04 | -0.2&0.9 | 0.1&0.4 | 6.7&-6.1 | -5.0&-12.1 | -0.4&2.9[fluorescence artefact?]
c1ccc(-c2ccc(OCCCNC3CCCC3)cc2)cc1 | -11.7 | 1.8 | -12.8 | 0.0253 | 1.6 | 14.0 | -12.9 | 8.1 | 3.6

Part of the list above in order of molar mass, lowest first.
SMILES | EBV gp42 inh | PERK inh | Mdm2 ligase inh | KCC2 mod | TNF necrop inh | zVAD death inh | Rad51 HR inh | m-calpain inh | eIF4E-4G inh
COc1cc(/C=C/C(=O)N2CCCC2)cc(OC)c1OC | -4.0 | -0.6 | -14.5 | -0.0877 | 0.8 | -0.2 | -0.2 | -19.7 | -3.1
OC(COC(c1ccccc1)c1ccccc1)CN1CCCCC1 (stereo unspecified) | 2.6 | -1.1 | 4.3 | nt | 0.9 | -0.1 | 1.9 | 17.2 | 6.7
CC(=O)N/C(=N/c1nc(C)cc(C)n1)Nc1ccc(NC(C)=O)cc1 | -24.6 | 0.4 | -0.9 | -0.439 | -1.4 | -0.3 | 11.9 | 3.4 | -3.9
CCOc1ccc(Oc2ccccc2NC(=O)CCNC(C)=O)cc1 | -4.9 | -0.2 | -10.1 | 0.0729 | -1.4 | 0.2 | 1.7 | -5.4 | -1.0
CC(=O)Oc1ccc(C2C3=C(CC(C)(C)CC3=O)Nc3cc4c(cc32)OCCO4)cc1 (stereo unspecified) | 6.8 | -0.3 | -9.3 | 0.294 | -0.4 | 0.0 | -7.2 | i | 1.0
CCOc1cc(/C=C2\N=C(C)OC2=O)cc(Br)c1OCCc1ccccc1 | -6.5 | 0.1 | -13.0 | 1.63 | -3.0 | -0.9 | -1.8 | -54.6 | 2.1
COc1ccc(N(CC(=O)N/N=C/c2cccc3c2OCCO3)S(=O)(=O)c2ccc(NC(C)=O)cc2)cc1 | -10.2 | 0.2 | -2.3 | 0.522 | -1.5 | 0.0 | 5.4 | i | -12.3

From PubChem BioAssay

Rows are unselected, and some 3.6% of all compounds hit somewhere here.
